Pf gametocyte = inhibitors of late stage P. falciparum gametocyte viability; 150,000 tested, 0.065% active; P. falciparum stage V gametocytes, ATP luminescence, 24 h; inhibition, % at 10.9 µM; AID 743093;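 active = inhibition above the mean plus 3 SD of compounds within the control limits, set per campaign, cut at about 38% in these data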;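 also: 0% = DMSO wells and 100% = medium only without gametocytes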
Mcl-1 Bim block = human Bim-Mcl-1 interaction inhibition | Q07820 | AID 1009 | inhibition, % at 10 µM | Bead-based flow cytometry, Bim peptide-Mcl-1 binding | 190,000 tested, 0.1% active; in the data active = inhibition above about 40%;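 also: 0% = no compound tracer wells and 100% = peptide blocker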
Avidin bead fluor = compound fluoresces at 488/530 nm on avidin beads; compound fluorescence 488/530 nm, flow cytometry; hits give high values; fluorescence (KMESF) at 10 µM; 220,000 tested, 0.38% active; AID 1775; in the data active = fluorescence above about 47; also: inactives centre near 10
Mcl1-Noxa inh = Mcl-1/Noxa interaction inhibition | TR-FRET Mcl-1/Noxa peptide binding, 2 h | AID 1022 | inhibition, % at 21.7 µM | 220,000 tested, 1.5% active;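 active = compounds that cut the protein-peptide binding signal by more than 50% relative to plate controls in a single-dose test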;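 also: His-tagged Mcl-1 with rhodamine Noxa BH3 peptide and terbium anti-His antibody; 0% = Mcl-1 plus Noxa peptide wells and 100% = peptide-only wells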
ABCB1 inh = blocks JC-1 efflux by human ABCB1 transporter; P08183; CCRF-Adr cells, flow cytometry; inhibition, % at 6.6 µM; 190,000 tested, 0.067% active; AID 1326; in the data active = inhibition above about 40%;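 also: 0% = vehicle and 100% = reference inhibitor; higher value means more JC-1 retained so stronger ABCB1 efflux block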
Target sequence (P08183 whole entry, looked up): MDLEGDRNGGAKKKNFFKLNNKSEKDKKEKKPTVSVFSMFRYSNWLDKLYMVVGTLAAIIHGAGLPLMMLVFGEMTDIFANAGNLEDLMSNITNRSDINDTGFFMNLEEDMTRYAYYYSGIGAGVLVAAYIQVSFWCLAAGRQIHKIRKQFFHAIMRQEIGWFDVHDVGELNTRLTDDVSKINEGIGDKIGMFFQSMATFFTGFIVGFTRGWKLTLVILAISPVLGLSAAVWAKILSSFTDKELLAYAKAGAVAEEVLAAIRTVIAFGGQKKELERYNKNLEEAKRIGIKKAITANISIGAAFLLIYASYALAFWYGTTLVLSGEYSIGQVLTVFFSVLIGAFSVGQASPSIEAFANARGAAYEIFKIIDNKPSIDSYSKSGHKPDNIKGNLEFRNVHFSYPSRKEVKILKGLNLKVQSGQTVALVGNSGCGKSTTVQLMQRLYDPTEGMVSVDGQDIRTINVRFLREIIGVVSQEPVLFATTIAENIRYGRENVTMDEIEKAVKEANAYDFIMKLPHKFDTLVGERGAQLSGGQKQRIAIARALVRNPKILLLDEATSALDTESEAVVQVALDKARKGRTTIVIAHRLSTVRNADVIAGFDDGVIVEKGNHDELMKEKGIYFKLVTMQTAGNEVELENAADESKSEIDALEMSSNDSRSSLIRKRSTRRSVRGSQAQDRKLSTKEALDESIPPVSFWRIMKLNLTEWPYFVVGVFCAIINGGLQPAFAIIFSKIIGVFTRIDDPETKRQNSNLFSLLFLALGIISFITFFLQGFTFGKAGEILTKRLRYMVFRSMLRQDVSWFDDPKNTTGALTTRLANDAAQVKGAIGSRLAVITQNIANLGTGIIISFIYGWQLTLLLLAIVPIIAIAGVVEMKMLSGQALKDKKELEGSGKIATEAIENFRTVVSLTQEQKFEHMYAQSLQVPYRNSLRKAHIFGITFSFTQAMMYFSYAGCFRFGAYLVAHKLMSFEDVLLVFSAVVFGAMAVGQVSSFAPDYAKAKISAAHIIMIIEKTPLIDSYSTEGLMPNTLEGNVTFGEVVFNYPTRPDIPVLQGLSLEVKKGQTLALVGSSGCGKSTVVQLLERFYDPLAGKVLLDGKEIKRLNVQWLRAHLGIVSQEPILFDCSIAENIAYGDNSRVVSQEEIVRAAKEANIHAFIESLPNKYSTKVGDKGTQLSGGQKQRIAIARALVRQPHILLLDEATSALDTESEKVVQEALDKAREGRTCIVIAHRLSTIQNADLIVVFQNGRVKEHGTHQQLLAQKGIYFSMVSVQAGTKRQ
GSH fluor = compound fluoresces at 488/530 nm on GSH beads | GSH beads flow cytometry, compound fluorescence 488/530 nm; hits give high values | 190,000 tested, 0.25% active | fluorescence (KMESF) at 10 µM; in the data active = fluorescence above about 89;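 also: glutathione beads carrying GST-tagged Bcl family fusion proteins plus one bare bead set; values are compound well signal with DMSO vehicle wells as background; inactives centre near 16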
RGS4-Gao reg = human RGS4-Galphao interaction regulation; 220,000 tested, 0.33% active; P09471; binding response (% of control), % at 10 µM; Multiplexed bead flow cytometry, RGS4-Galphao binding; actives lie on both sides; AID 1415; in the data active = binding response below about 49% or above about 150%; inactive = in between;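 also: fluorescent Galphao activated with aluminum fluoride binding bead-coupled RGS4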
RGS8-Gao = regulators of human RGS8-Galphao interaction | multiplexed bead flow cytometry, RGS8-Galphao binding; actives lie on both sides | response (percent of control binding), % at 10 µM | 220,000 tested, 0.34% active | AID 1423; in the data active = response below about 60% or above about 140%; inactive = in between;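 also: Galphao activated as the GDP aluminium fluoride complex binding bead-coupled RGS8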
Mcl1 Bid PPI = disrupts binding of human Mcl-1 to Bid peptide; Q07820; TR-FRET Mcl-1/Bid-Dy647 peptide binding, 1536-well; inhibition, % at 21.7 µM; AID 1021; 220,000 tested, 0.97% active;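 active = compounds that cut the binding signal by more than half at the single screening dose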;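 also: His-tagged Mcl-1 with europium anti-His antibody binding Bid BH3 peptide; 0% = Mcl-1 plus peptide wells and 100% = peptide-only wells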
RGS7-Gao = human RGS7-Galphao interaction regulation | Multiplexed bead flow cytometry, RGS7-Galphao binding; actives lie on both sides | binding response (% of control), % at 10 µM | P09471 | 220,000 tested, 0.35% active | AID 1439; in the data active = binding response below about 49% or above about 150%; inconclusive = no clear call, values can overlap the other calls; inactive = in between;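 also: fluorescent Galphao held in activated GDP-AlF4 state binding bead-coupled RGS7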
ABCG2 inh = inhibitors of human ABCG2 transporter, ABCB1 counter-screen; Q9UNQ0; inhibition, % at 6.6 µM; AID 1325; 190,000 tested, 0.1% active; IgMXP3 cells, JC-1 efflux, flow cytometry;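 active = inhibition above 80%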;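 also: 0% = DMSO and 100% = nicardipine control wells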
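System: two drug-resistant human cell lines, ABCG2 and ABCB1; controls: nicardipine high and DMSO low controls; times: 10 min exposure at 25 °C with rotation, no wash; detection: flow cytometry of retained JC-1 fluorescence; read-out basis: percent efflux inhibition, scaled nicardipine 100% to DMSO 0%; doses: one concentration, 6.6 µM final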
Active calls of the source: *; ? = inconclusive; . = not tested or not shown; + = active, no number.

| structure | Pf gametocyte | Mcl-1 Bim block | Avidin bead fluor | Mcl1-Noxa inh | ABCB1 inh | GSH fluor | RGS4-Gao reg | RGS8-Gao | Mcl1 Bid PPI | RGS7-Gao | ABCG2 inh |
| --- | --- | --- | --- | --- | --- | --- | --- | --- | --- | --- | --- |
| COCCNC(=O)C(c1ccccc1F)N(C(=O)C(=O)NC1CCCC1)C1CCCCC1 (centres undefined) | . | -2 | 12 | 4 | -0.2 | 13 | 97 | 102 | -39 | 98 | 0 |
| CC1=CC=CC2=NC(=O)CC(C)(C(=O)N(CC(=O)NC3CCCC3)c3ccccc3C)N12 (centres undefined) | . | 0 | 10 | -2 | 0.1 | 8 | 99 | 100 | -20 | 99 | 0 |
| COc1ccccc1N1CCN(CC(=O)NCCc2ccc(S(N)(=O)=O)cc2)CC1 | -3 | -2 | 10 | 10 | 0.2 | 14 | 99 | 100 | -18 | 97 | 2 |
| Cc1c(N=C(N)/N=C(\N)Nc2ccccc2)c(=O)n(-c2ccccc2)n1C | 1 | -3 | 5 | -11 | 0.9 | 14 | 99 | 98 | -15 | 99 | 5 |
| Cc1c(Cl)cccc1NC(=S)N1CCN(c2ccc([N+](=O)[O-])cn2)CC1 | 1 | . | 8 | 2 | . | . | 104 | 102 | -30 | ? | . |
| Cc1ccc(S(=O)(=O)N2CCN(Cc3nc4sc(C)c(C)c4c(=O)[nH]3)CC2)cc1 | . | -1 | 9 | -2 | 0.0 | 10 | 103 | 104 | 14 | 100 | 0 |
| Cc1ccccc1C(=O)c1cccn1CC(=O)NCC1CCCO1 (centres undefined) | . | 0 | 23 | 16 | 0.0 | 14 | 98 | 99 | -16 | 96 | 0 |
| Cc1c(Cc2ccc3c(c2)OCO3)sc(NC(=O)c2ccc3ccccc3c2)c1C(N)=O | . | -12 | 1 | 1 | -1.7 | 13 | 20* | 29* | 30 | 35* | -1 |
| O=C(Nc1nc(-c2ccccc2)cs1)c1ccc(S(=O)(=O)N2CCc3ccccc32)cc1 | . | -1 | 7 | 10 | 0.2 | 17 | 106 | 112 | -6 | 115 | 1 |
| O=S(=O)(c1ccccc1C(F)(F)F)N1CCN(S(=O)(=O)c2ccccc2C(F)(F)F)CC1 | . | -2 | 12 | -9 | -0.1 | 34 | 100 | 98 | 0 | 98 | 0 |
| NS(=O)(=O)c1ccc(NC(=S)N2CCN(c3ccccc3)CC2)cc1 | -2 | -5 | 0 | -5 | 0.2 | 5 | 94 | 75 | -13 | 97 | 2 |
| S=C(Nc1ccc(Nc2ccccc2)cc1)N1CCN(c2ncccn2)CC1 | -15 | 3 | 8 | 13 | 0.5 | 14 | 107 | 104 | 0 | 108 | 3 |
| NC(=O)C1(N2CCCCC2)CCN(C(=O)c2cccn3c(=O)c4cc(Cl)ccc4nc23)CC1 | -12 | 1 | 31 | 12 | 0.7 | 13 | 102 | 101 | -45 | 97 | 3 |
| S=C(N/N=C/c1ccc2ncccc2c1)Nc1ccccc1 | 14 | 1 | 11 | 19 | -0.1 | 10 | 105 | 103 | -58 | 102 | 0 |
| C=CCNc1nc(N2CCOCC2)nc(N2CCOCC2)n1 | . | 4 | 6 | -18 | -0.1 | 14 | 103 | 105 | -5 | 103 | 0 |
| Cn1c(COc2ccccc2)nnc1SCC(=O)c1cccc([N+](=O)[O-])c1 | -16 | 0 | 10 | 19 | 0.8 | 8 | 103 | 100 | -30 | 103 | 4 |
| Cc1nn(C)c(Cl)c1/C=N/OC(=O)c1ccccc1 | . | 0 | 8 | 6 | 1.4 | 14 | 89 | 90 | -11 | 84 | 21 |
| CC(=O)O/N=C(\N)c1ccc(-c2csnn2)cc1 | 0 | . | 3 | -1 | . | . | 96 | 100 | -11 | ? | . |
| CC(C(=O)Nc1ccc(C#N)cc1)N(C)CC(=O)Nc1ccccc1Br (centres undefined) | -1 | -2 | 25 | 1 | 0.9 | 12 | 101 | 103 | -10 | 103 | 4 |
| COc1ccc(-c2nsc3c(N4CCCCC4C)ncnc23)cc1 (centres undefined) | -15 | -3 | 6 | -13 | 0.6 | 20 | 93 | 79 | -4 | 78 | 4 |
| CN(C)S(=O)(=O)c1ccc(NC(=O)CN2CCC(Cc3ccccc3)CC2)cc1 | . | -1 | 11 | 8 | 0.4 | 12 | 103 | 103 | -11 | 99 | 1 |
| Cc1ccc(Cl)cc1N1CCN(C(c2ccc(C#N)cc2)c2nnnn2C2CCCC2)CC1 (centres undefined) | . | -2 | 11 | -11 | 1.1 | 10 | 105 | 103 | -15 | 103 | 2 |
| COc1ccc([N+](=O)[O-])cc1N(CC(=O)NCCSc1ccccc1)S(C)(=O)=O | . | 1 | 10 | 1 | 1.4 | 24 | 97 | 101 | -6 | 97 | 13 |
| O=C1CC(Sc2cccs2)C(=O)N1c1ccccc1 (centres undefined) | 27 | . | 4 | -9 | . | . | 96 | 96 | -40 | ? | . |
| CCOc1ccc(-c2c(=O)n(OCc3ccccn3)c3ccccc3[n+]2[O-])cc1 | -32 | 0 | 10 | 0 | 0.2 | 16 | 103 | 103 | -8 | 99 | 1 |
| CS(=O)(=O)NCCCCNc1ccc(C(F)(F)F)cc1[N+](=O)[O-] | . | 2 | 10 | 3 | -0.5 | 10 | 99 | 101 | -4 | 93 | 18 |
| CC1(C2(O)CC(c3ccccc3)ON2)CCCCC1 (centres undefined) | . | 2 | 15 | -5 | 0.2 | 9 | 108 | 102 | -23 | 109 | 1 |
| c1cncc(CNc2ncn[nH]2)c1 | -4 | . | 12 | 5 | . | . | 104 | 101 | -9 | ? | . |
| O=C(Nc1ccc2c(c1)OCCO2)C1CCN(C(=O)c2ccccc2)CC1 | . | 0 | 14 | 20 | 0.0 | 24 | 96 | 99 | -7 | 96 | 0 |
| Cc1cc(/C=C(\C#N)C(=O)O)c(C)n1CC(C)C | 3 | -2 | 23 | 10 | + | 15 | 99 | 99 | -30 | 100 | + |

Carrying on:
| structure | Pf gametocyte | Mcl-1 Bim block | Avidin bead fluor | Mcl1-Noxa inh | ABCB1 inh | GSH fluor | RGS4-Gao reg | RGS8-Gao | Mcl1 Bid PPI | RGS7-Gao | ABCG2 inh |
| --- | --- | --- | --- | --- | --- | --- | --- | --- | --- | --- | --- |
| CCOc1ccc(NC(=O)CSc2nnc(-c3ccoc3C)n2CC2CCCO2)cc1 (centres undefined) | . | -2 | 20 | -13 | 0.6 | 10 | 106 | 105 | -13 | 103 | 4 |
| O=C(O)CC1S/C(=N\N=C2CCCCCC2)N(c2ccccc2)C1=O (centres undefined) | -2 | . | 3 | 8 | . | . | 95 | 98 | -17 | ? | . |
| O=C(CSc1nnc(-c2ccco2)o1)NC1CCCCC1 | -33 | -2 | 2 | -2 | 0.4 | 34 | 100 | 93 | -13 | 94 | 3 |
| O=C(Cc1ccc([N+](=O)[O-])cc1)Nc1ccc(Cl)cc1 | 14 | -1 | 11 | 14 | 0.0 | 14 | 104 | 104 | -3 | 107 | 2 |
| COc1cccc2c1OCC/C2=N\NC(=O)C(C)Oc1ccc([N+](=O)[O-])cc1 (centres undefined) | . | -1 | 9 | -3 | 0.1 | 16 | 98 | 100 | -20 | 95 | 0 |
| Fc1ccc(-c2csc(NC3=NCCC3)n2)cc1 | -1 | 0 | 12 | 17 | 1.3 | 14 | 102 | 103 | -7 | ? | 26 |
| CC1CCc2nc(NC(=O)CCSc3ccccc3)sc2C1 (centres undefined) | . | 0 | 5 | 23 | -1.9 | 20 | 79 | 70 | 0 | 79 | 0 |
| O=S(=O)(Nc1nc2ccccc2nc1-[n+]1cccc(N=C([O-])c2ccccc2Cl)c1)c1ccccc1 | . | . | 6 | -8 | . | . | 95 | 98 | -2 | ? | . |
| Cc1c(C(=O)N2CC3(CC(c4cccc(NC(=O)CC(c5ccccc5)c5ccccc5)c4)=NO3)C[C@@H]2C(N)=O)cc([N+](=O)[O-])cc1[N+](=O)[O-] (some centres undefined) | . | . | 17 | 6 | . | . | 103 | 102 | -16 | ? | . |
| Cc1cc(C)n(C(=O)c2ccc(S(=O)(=O)N3CCOCC3)cc2)n1 | . | 4 | 22 | 14 | 0.2 | 24 | 102 | 93 | -4 | 98 | 4 |
| CCNC(=O)Oc1ccc[nH]c1=O | . | . | 8 | -3 | . | . | 97 | 100 | -39 | ? | . |
| CCOC(=O)c1[nH]cnc1C(=O)Nc1cccc(OC)c1 | -1 | . | 7 | 0 | . | . | 106 | 104 | 18 | ? | . |
| CCOc1ccc(-n2c(C)cc(/C=N/N(C)C)c2C)cc1 | -6 | 0 | 10 | 8 | 0.1 | 12 | 98 | 102 | -44 | ? | 2 |
| COc1ccc(CCn2c(SCC(=O)Nc3cc(C)on3)nc3ccccc3c2=O)cc1OC | . | 0 | 7 | 11 | 4.4 | 14 | 102 | 100 | 4 | 96 | 46 |
| Cc1cc(C(=O)Cn2nc(C(=O)O)c3ccccc3c2=O)c(C)n1-c1ccc(F)cc1 | -3 | 0 | 1 | -3 | -0.5 | 6 | 95 | 98 | -60 | 94 | -4 |
| C=CCOc1ccc2c(c1)c(=O)cc(C(=O)O)n2CC | 15 | . | 5 | 17 | . | . | 97 | 97 | 3 | ? | . |
| Cc1nn(-c2ccccc2)c(C)c1/C=N/n1c(-c2ccc(Cl)cc2)n[nH]c1=S | -12 | -6 | 5 | 53* | -1.3 | 12 | 106 | 102 | 22 | 106 | -5 |
| COc1cc(C2C(C(=O)Nc3ccccc3OC)=C(C)Nc3ncnn32)ccc1O (centres undefined) | . | 1 | 8 | 9 | 0.3 | 21 | 104 | 106 | -20 | 96 | 2 |
| O=C(/C=C/c1cc[n+](CC(=O)c2ccc3cccc4c3c2CC4)cc1)c1ccc2cccc3c2c1CC3 | . | . | 9 | 55* | . | . | 109 | 92 | 99* | ? | . |
| N#C/C(=C(/O)Cc1ccccc1)P(=O)(c1ccccc1)c1ccccc1 | 16 | . | 5 | 15 | . | . | 105 | 102 | -55 | ? | . |
| O=c1c2cccnc2n(-c2ccccc2)n1Cc1c(Cl)cccc1Cl | -2 | -4 | 22 | -11 | 0.4 | 12 | 100 | 99 | -25 | 102 | 2 |
| O=C1C2C(C(=O)N1/N=C/c1ccc([N+](=O)[O-])o1)C1C=CC2C12CC2 (centres undefined) | 12 | 2 | 6 | 2 | -0.5 | 8 | 101 | 101 | -52 | 99 | 2 |
| COc1cc(C(C(=O)NC2CCCCC2)N(C(=O)Cc2c[nH]c3ccccc23)c2ccccc2C)cc(OC)c1OC (centres undefined) | 13 | 0 | 21 | -8 | 13 | 14 | 101 | 99 | -66 | 99 | 12 |
| Nc1nc(C2CC(=O)OC23CCCCC3)cs1 (centres undefined) | 0 | -4 | 20 | -6 | 1.6 | 11 | 102 | 102 | -14 | 100 | 3 |
| O=C(c1cc2c(s1)CCCC2)N1CCN(S(=O)(=O)c2ccccc2C(F)(F)F)CC1 | -10 | -12 | 11 | 1 | 19 | 8 | 104 | 112 | -23 | 103 | 8 |

Compound activity: PubChem BioAssay, several laboratories
